From PubChem
mIDH1 inhibitor: inhibitors of human mutant IDH1 R132H. O75874. IDH1-R132H enzyme, NADPH consumption, diaphorase/resazurin fluorescence. Potency, µM (series often up to 76.6 µM), inactives show at the top dose activity change, negative = inhibition, usual class: inhibitors. actives 0.093% (n = 390,000); further: potency means the concentration at half of the fitted maximal effect; on the % scale 0 is the no-effect control and ±100 the full control effect; nearly all actives have a fitted effect of over 65% in size
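IDH1-R132H (0.5 ug/mL dispensed) in pH 7.5 Tris buffer was preincubated 30 min with compound, then given a substrate mix of 0.016 mM NADPH and 2 mM alpha-KG for 80 min at room temperature; remaining NADPH was read by diaphorase/resazurin fluorescence.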
TrxR1 inh: inhibitors of rat thioredoxin reductase 1; O89049; recombinant rTrxR1, NADPH fluorescence consumption, selenite substrate; Potency, µM (doses to about 114 µM), inactives show at the top dose activity change, negative = inhibition, usual class: inhibitors; actives 1% (n = 390,000); AID 588453; further: potency means the concentration at half of the fitted maximal effect; on the % scale 0 is the no-effect control and ±100 the full control effect; nearly all actives have a fitted effect of over 65% in size
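Rat TrxR1 (90 nM in the dispensed reagent) was pre-reduced with 400 uM NADPH for 5 min at room temperature, then incubated with compound for 15 min. After 400 uM selenite was added, NADPH fluorescence (Ex 340/Em 450 nm) was followed for 8 min.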
TrxR1 substrate: substrates of rat thioredoxin reductase 1 | purified TrxR1 substrate turnover, NADPH consumption readout | actives 0.01% (n = 390,000) | O89049 | Potency, µM (top dose mostly 114 µM), inactives show top-dose activity change, negative = substrate turnover | AID 588456; further: potency means the concentration at half of the fitted maximal effect; on the % scale 0 is the no-effect control and ±100 the full control effect; nearly all actives have a fitted effect of over 50% in size
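Rat TrxR1, dispensed at 90 nM, was prereduced with 400 uM NADPH (final) for 5 min at ~22 deg C, then incubated with compound 15 min before 400 uM selenite. A first-read NADPH fluorescence drop versus no-compound background flagged substrates.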
TRHR agonist: TRH receptor (human) agonism; actives 0.18% (n = 360,000); TRHR cells, calcium flux fluo-8, FDSS agonist mode; AID 493084; activation, % at 2 µM; P34981; in the data active means activation above about 30%; further: 0% is about no effect
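TRHR-expressing cells, plated overnight in medium with 10% serum, were loaded with fluo-8 calcium dye at room temperature. After a 10 s baseline, library compound was pin-added and calcium release was recorded kinetically (ex 480/em 530) as agonist response.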
Pin1 inh: blocks the human prolyl isomerase Pin1; AID 504891; Pin1 FP peptide displacement, HiFluor488, 10 min; actives 0.009% (n = 390,000); Potency, µM (titrated, usually from 115 µM), inactives show at the highest dose activity, negative = inhibition, actives largely listed as inhibitors; active means well fitted inhibition curve with a large enough effect in the polarisation, with a control signal flat, not every such curve was filed as active; inconclusive means small, poorly fitted or top-dose-only effect, or effect the other way, or a change in a side signal; inactive means no such curve, though single readings can be large or run the other way; the % refers to the polarisation; further: potency means the concentration at half of the fitted maximal effect; on the % scale 0 is the no-effect control and ±100 the full control effect
Target sequence (Q13526 whole entry, looked up): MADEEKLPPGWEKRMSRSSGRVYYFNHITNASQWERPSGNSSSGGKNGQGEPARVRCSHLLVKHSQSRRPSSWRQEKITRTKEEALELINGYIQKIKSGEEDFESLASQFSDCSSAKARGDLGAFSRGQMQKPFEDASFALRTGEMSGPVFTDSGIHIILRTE
D2 antag: D2 dopamine receptor (human) antagonism; P14416; inhibition, % at 10 µM; actives 2% (n = 340,000); HEK293 TREx D2 cells, calcium flux, dopamine EC80; in the data active means inhibition above about 30%; further: 0% is about no effect
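Tetracycline-induced HEK293 TREx cells expressing D2 receptor forced-coupled to calcium signalling, loaded with no-wash calcium dye. Compounds added and calcium flux read 180 s, then dopamine added at EC80 and read a further 180 s.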
D2 ag: agonists of human D2 dopamine receptor | activation, % at 2 µM | actives 0.53% (n = 340,000) | P14416 | HEK293 T-REx D2 cells, calcium flux agonist mode;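 active means activation over 3 SD above normal in the single-dose calcium agonist read, cut at about 30% in these data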; further: 0% is about no effect
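Agonism is scored from calcium flux in a force-coupled, inducible HEK293 cell line expressing D2, read kinetically for 180 s after compound addition against dopamine controls.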
USP1-UAF1 inh: blocks the human USP1/UAF1 deubiquitinase complex | O94782 | recombinant USP1/UAF1, Ub-Rhodamine cleavage fluorescence | Potency, µM (titrated, usually from 57.1 µM), inactives show at the highest dose activity change, negative = inhibition, hits mostly inhibitors | actives 0.23% (n = 390,000) | AID 743255; further: potency means the concentration at half of the fitted maximal effect; on the % scale 0 is the no-effect control and ±100 the full control effect; nearly all actives have a fitted effect of over 60% in size; inactives centre near -12
Target sequence (O94782 whole entry, looked up): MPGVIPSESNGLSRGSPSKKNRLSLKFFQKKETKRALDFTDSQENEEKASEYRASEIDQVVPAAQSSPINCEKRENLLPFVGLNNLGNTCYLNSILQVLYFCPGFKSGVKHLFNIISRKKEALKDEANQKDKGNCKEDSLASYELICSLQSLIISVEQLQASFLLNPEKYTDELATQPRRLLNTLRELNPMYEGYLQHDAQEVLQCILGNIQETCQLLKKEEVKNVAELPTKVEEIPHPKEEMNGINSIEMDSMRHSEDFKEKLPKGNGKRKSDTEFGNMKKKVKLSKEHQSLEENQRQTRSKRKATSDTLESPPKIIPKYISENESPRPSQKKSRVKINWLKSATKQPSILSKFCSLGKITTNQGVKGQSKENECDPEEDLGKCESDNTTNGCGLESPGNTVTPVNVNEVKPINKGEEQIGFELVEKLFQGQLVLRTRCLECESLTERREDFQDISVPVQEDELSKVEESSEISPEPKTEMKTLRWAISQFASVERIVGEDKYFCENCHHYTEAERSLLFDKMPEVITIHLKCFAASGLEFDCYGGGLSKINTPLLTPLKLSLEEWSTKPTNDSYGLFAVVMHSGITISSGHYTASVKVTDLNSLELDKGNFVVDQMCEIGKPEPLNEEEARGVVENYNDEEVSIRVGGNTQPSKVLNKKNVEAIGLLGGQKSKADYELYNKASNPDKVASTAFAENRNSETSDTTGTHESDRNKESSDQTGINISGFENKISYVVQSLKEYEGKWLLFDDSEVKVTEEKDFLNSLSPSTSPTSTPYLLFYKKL
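Step one: compound is pinned into 1nM USP1/UAF1 in HEPES pH 7.8 buffer with TCEP. Step two: 15 min room-temperature incubation. Step three: Ub-Rho (150nM final) starts cleavage, tracked by fluorescence over six one-minute reads.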
TRHR enhancer: allosteric enhancers of human TRH receptor; actives 0.66% (n = 360,000); AID 493056; TRHR cells, fluo-8 calcium fluorescence, EC20 TRH enhancement; enhancement, % at 2 µM; in the data active means enhancement above about 30%; further: 0% is about no effect
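TRHR-expressing cells loaded with fluo-8 calcium dye were read kinetically (ex 480/em 530) during compound addition, then stimulated with an EC20 of TRH (10 nM final). Enhancement of the Gq-mediated intracellular calcium response was scored.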
Active calls of the source: *; ? = inconclusive; . = not tested or not shown; & = joins results of further samples; [ ] = dose if it differs, or a comment. Unless noted, the call rests on the fitted dose curve; in most records, active means well fitted inhibition curve with a large enough effect; inconclusive means small, poorly fitted or top-dose-only effect; inactive means no such curve, though single readings can be large or run the other way. Some of the compounds tested; the hit share may differ from the screen's.

SMILES	mIDH1 inhibitor	TrxR1 inh	TrxR1 substrate	TRHR agonist	Pin1 inh	D2 antag	D2 ag	USP1-UAF1 inh	TRHR enhancer
COc1cc2[nH]c(=S)n(Cc3ccc(F)cc3)c(=O)c2cc1OC	-3%	4%[57.1 µM]	5%	0.3	7%	2	2.8	1%	-3
Cc1oc(-c2ccc(Cl)cc2)nc1CS(=O)CC(=O)NC1CCCCC1 (configuration not stated)	3%	25µM*	15%	-0.3	7%	-21	-4.0	-16%	12
Cc1ccc(CNC(=O)COC(=O)C2CCC2)cc1	-1%	3%[57.1 µM]	7%[57.1 µM]	.	0%	.	.	4%	.
CCCCc1c(C)nc2ccc(Br)cc2c1SCCC#N	.	.	.	-0.5	.	8	-0.1	.	-1
Cc1occc1C(=O)Nc1nnc(-c2cccs2)s1	-8%	15%	7%	0.8	39%[activator]	-1	0.2	-28%	1
Cc1ccc(Cl)cc1-n1ncc2c(NC3CCCCC3)ncnc21	3%	-12%[57.1 µM]	-13%[57.1 µM]	-0.5	32%[activator]	.	0.9	-26%	-2
Cc1cc(C(=O)Cn2ncc(Cl)c(Cl)c2=O)c(C)n1CC(F)(F)F	8%	?	1%	0.6	21%	5	0.0	2%	0
CN1CCN(C(=O)c2ccc3c(c2)N(Cc2ccc(F)cc2)C(=O)c2ccccc2S3(=O)=O)CC1	-6%	30%	5%	0.1	0%	.	0.2	-21%	-8
Cc1ccccc1S(=O)Cc1ccc(C(=O)NCCCN2CCCCC2)o1 (configuration not stated)	0%	-5%	0%	0.1	4%	-12	-0.8	-8%	3
Cc1ccc(N(C(=O)C2CCCC2)C2C=CS(=O)(=O)C2)cc1C (configuration not stated)	1%	13%	5%	0.3	1%	-3	-0.6	2%	-5
O=S(=O)(Nc1cc(Sc2ncn[nH]2)c(O)c2ccccc12)c1ccccc1	24%	11µM*	25µM*	1.8	45µM*	-6	0.2	2.2µM*	-2
Cc1cccc(NC(=O)Nc2ccc(Br)cc2)n1	10%&-10%	24%&15%	3%&3%	0.6&1.0	-6%&5%	5	0.3&1.4	?	-2&6
O=C(OCCCN=C1NS(=O)(=O)c2ccccc21)c1ccc([N+](=O)[O-])cc1	14%	22%[57.1 µM]	6%[57.1 µM]	0.3	3%	18	-0.3	-12%	6
COc1ccc(/C=C(\NC(=O)c2ccc([N+](=O)[O-])cc2)C(=O)NCCCN2CCOCC2)cc1	0%	-2%[57.1 µM]	-5%[57.1 µM]	-1.2	2%	.	.	-19%	7
CN(C)S(=O)(=O)c1ccc(-c2cn3ccccc3n2)cc1	0%	42%[activator]	653%[activator]	-0.3	-9%	-37	-1.1	?	11
COc1ccc(CCCc2nnc(SCc3nc4ccccc4c(=O)[nH]3)n2C)cc1C	-2%	5%	-4%	-0.5	-18%	13	0.5	-9%	12
CC(=O)OC1CCC2C3CCc4cc(O)ccc4C3CCC12C (configuration not stated)	-10%	13%	6%	.	3%	.	.	-8%	.
COCCCNCCCCOc1c(Cl)cc(C)cc1Br	1%	15%	4%	0.2	-3%	15	0.0	-22%	1
Cc1ccc(N2C(=O)c3cccc4c(N)ccc(c34)C2=O)c2cccnc12	3%	7%	-1%	158*	?	-13	84*	25µM*	26
CN(CC(=O)Nc1ccc(Cl)c(C(F)(F)F)c1)C(=O)c1ccc2c(c1)OCCO2	2%	11%	0%	-0.1	-1%	-15	0.4	-25%	4
O=C(COc1ccc(Cl)cc1)Nc1nnc(-c2ccc3c(c2)CCCC3)o1	-13%	14%	4%	-0.2	7%	0	-2.3	-35%	9
CCOc1ccc(OCCC(=O)OCC(=O)NC2CCCC2)cc1	-3%	23%	-3%	-1.1	-2%	22	-0.4	-18%	-6
CCn1c(CCCNC(=O)c2ccc(F)cc2)nc2ccccc21	13%	9%[57.1 µM]	11%[57.1 µM]	-0.3	-2%	-6	-0.5	-25%	-3
CCC(C)(C)NC(=O)C(c1ccc(OC)cc1)N(C(=O)CCC(=O)Nc1cc(C)on1)C1CC1 (configuration not stated)	0%	5%	-1%	-0.4	5%	-3	0.0	0%	23
COC(=O)c1ccccc1NC(=O)CN1C(=O)NC2(CCCCCCC2)C1=O	14%	11%	5%	0.3	-2%	-10	-0.1	-11%	18

The listing continues:
SMILES	mIDH1 inhibitor	TrxR1 inh	TrxR1 substrate	TRHR agonist	Pin1 inh	D2 antag	D2 ag	USP1-UAF1 inh	TRHR enhancer
CN(C)C(=O)CCSc1nnc(-c2ccco2)o1	8%	1%[57.1 µM]	4%[57.1 µM]	0.6	0%	14	1.3	-14%	3
COC(=O)C1Cc2c([nH]c3ccccc23)C(C(C)C)N1 (configuration not stated)	4%	5%[57.1 µM]	16%[57.1 µM]	0.5	-2%	.	.	-18%	-5
O=C(O)c1ccccc1C(=O)NC1CCCc2ccccc21 (configuration not stated)	-12%	11%	-2%	0.0	2%	0	0.6	-12%	2
CCNC(=O)c1nc[nH]c1C(=O)NCC	0%	5%[57.1 µM]	2%[57.1 µM]	0.5	0%	3	0.0	-10%	-3
CCOCCCNC(=O)/C(C#N)=C/c1ccc(C)o1	0%	?	-17%	1.0	-6%	-1	0.0	-21%	-3
COc1ccc(CCNC(=O)/C=C/c2cc(OC)c(OC)c(OC)c2)cc1OC	17%	20%[57.1 µM]	-5%[57.1 µM]	-0.3	8%	-25	-0.6	-3%	25
CC(=O)NC(Cc1cnc[nH]1)C(=O)O (configuration not stated)	-1%	15%	-4%	0.1	-1%	-3	0.5	-4%	1
COc1ccc(Cl)cc1N(CC(=O)NC(C(C)C)C(C)C)S(C)(=O)=O	3%	10%	2%	0.0	-1%	12	0.2	-13%	-4
CC1CCCCN1Cc1nc2c(c(=O)n(C)c(=O)n2C)n1Cc1ccc(Br)cc1 (configuration not stated)	9%	5%	1%	0.2	11%	.	0.4	?	1
CC(C)CC(=O)c1c[nH]c(C(=O)NCc2ccc(F)cc2)c1	-1%	17%	4%	0.2	-3%	-17	-1.0	-17%	3
COc1ccccc1NC(=O)CC1S/C(=N/N=C(\C)C2CCCCC2)NC1=O (configuration not stated)	-7%	24%	1%	1.9	2%	1	-0.9	-21%	1
Cc1c(NC(=O)C(C)OC(=O)c2cc(Cl)ccc2O)c(=O)n(-c2ccccc2)n1C (configuration not stated)	3%	-8%	2%	0.2	-3%	21	-0.1	-15%	-1
CCOc1cc(C(=O)NCc2ccccc2)ccc1OCC(=O)N1CCCCC1	-8%	21%	4%	-0.1	-12%	-1	1.0	5%	5
Cc1nc(-c2ccc(S(=O)(=O)N3CCN(c4ccc(F)cc4)CC3)cc2)co1	-2%	3%[57.1 µM]	-6%[57.1 µM]	0.0	5%	.	-0.1	-24%	-2
CCOc1ccccc1/C=N/NC(=O)c1cccc(S(=O)(=O)N(CC)CC)c1	14%	6%	1%	0.3	-1%	6	-0.7	-11%	-1
Cn1cccc1C(NC(=O)c1ccccc1)C(Cl)(Cl)Cl (configuration not stated)	6%	5%	-1%	-0.8	-4%	-7	-1.0	-15%	13
Cc1ccc(-n2ncc(C#N)c2/N=C/N2CCCCCC2)cc1	5%	-3%	-4%	-1.1	-1%	.	.	?	4
COc1ccc(CCNC(=O)CS(=O)(=O)c2cn(CC(=O)N(C(C)C)C(C)C)c3ccccc23)cc1OC	5%	-12%	-1%	0.4	-11%	-1	0.6	-5%	-4
Cc1ccccc1OCC(=O)NCCC(=O)O	-8%	22%	4%	-0.1	5%	-7	-0.1	0%	2
C=CCNC(=S)N(Cc1ccccc1)Cc1ccccc1	2%	2%[57.1 µM]	0%[57.1 µM]	0.2	13%	12	0.7	-21%	-1
O=C(Nc1cccc(C(=O)N2CCOCC2)c1)c1cccnc1	6%	14%[57.1 µM]	3%	-0.2	0%	4	0.8	1%	2
CCOC(=O)c1ccc(CNC(=O)C(Cc2c[nH]c3ccccc23)NC(C)=O)o1 (configuration not stated)	7%	11%	-4%	-0.7	-5%	5	0.1	-10%	-2
COc1ccccc1CN1CCNC(=O)C1CC(=O)NC1Cc2ccccc2C1 (configuration not stated)	-3%	1%[57.1 µM]	5%[57.1 µM]	0.4	0%	3	0.9	-2%	-2
COc1cc(NC(=O)CN(c2cc(C)cc(C)c2)S(=O)(=O)c2c(C)noc2C)cc(OC)c1	0%	13%	3%	0.5	1%	1	-0.2	?	0
O=C(Nc1nc(COc2ccccc2)cs1)C1CCC1	5%	3%	-2%	-0.2	1%	-6	0.7	-10%	-2
CC(=O)CSc1nc(-c2ccccc2)[nH]c1S(=O)(=O)c1ccc(C)cc1	-11%	14%	1%	0.0	-1%	.	-0.8	-3%	-2
Cc1ccc(N(C(=O)c2cccc(C)c2)S(=O)(=O)c2ccc(Cl)cc2)cc1	-13%	24%	2%	-0.3	45%[activator]	.	-1.5	-11%	11
CC(=O)Nc1ccc(S(=O)(=O)Nc2ncccn2)cc1	6%	17%[57.1 µM]	7%[57.1 µM]	0.3	8%	.	.	-14%	4
COc1cccc(Nc2nc3cc(Cl)c(Cl)cc3nc2-n2nc(C)cc2C)c1	0%	17%	2%	0.6	-3%	.	.	-5%	-2

Four entries out of the list, sorted by number of heavy atoms, lowest first.
SMILES	mIDH1 inhibitor	TrxR1 inh	TrxR1 substrate	TRHR agonist	Pin1 inh	D2 antag	D2 ag	USP1-UAF1 inh	TRHR enhancer
Cn1cccc1C(NC(=O)c1ccccc1)C(Cl)(Cl)Cl (configuration not stated)	6%	5%	-1%	-0.8	-4%	-7	-1.0	-15%	13
Cc1ccc(-n2ncc(C#N)c2/N=C/N2CCCCCC2)cc1	5%	-3%	-4%	-1.1	-1%	.	.	?	4
COc1cccc(Nc2nc3cc(Cl)c(Cl)cc3nc2-n2nc(C)cc2C)c1	0%	17%	2%	0.6	-3%	.	.	-5%	-2
COc1ccc(CCNC(=O)/C=C/c2cc(OC)c(OC)c(OC)c2)cc1OC	17%	20%[57.1 µM]	-5%[57.1 µM]	-0.3	8%	-25	-0.6	-3%	25
